Pf growth 48h: Primary qHTS for delayed death inhibitors of the malarial parasite plastid, 48 hour incubation. Potency, µM (doses to about 28.7 µM), inactives show at the highest dose activity change, negative = inhibition, usual class: inhibitors. 310,000 compounds, 5.9% hits. P. falciparum luciferase growth in erythrocytes, 48 h. AID 504832, 2011; also: potency is read from the fitted curve at half-maximal effect; % is scaled to controls: 0 for no effect and ±100 for the full control effect
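In quantitative HTS format, infected erythrocytes bearing luciferase-reporter parasites were treated for a single generation at 37 C. Luminescence after adding detection reagent served as the growth measure.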
CHX counter: Cycloheximide Counterscreen for Small Molecule Inhibitors of Shiga Toxin; cell reporter, cycloheximide protein synthesis inhibition counterscreen; AID 2314, 2010; 300,000 compounds, 12% hits; max response, %; in the data active = max response mostly above about 13%, no sharp cut-off; inactive = mostly below about 14%; also: read at 38.3 µM for the half of the compounds with a filed dose; 0% is about no effect
Sm TGR inh: qHTS Assay for the Inhibitors of Schistosoma Mansoni Peroxiredoxins | Potency, µM (top dose mostly 114 µM), for the others: at the top dose activity change, negative = inhibition, actives largely listed as inhibitors | purified TGR, DTNB reduction, TNB absorbance 405 nm | Schistosoma mansoni thioredoxin glutathione reductase (TGR), Q962Y6 | 360,000 compounds, 3% hits; also: potency is read from the fitted curve at half-maximal effect; % is scaled to controls: 0 for no effect and ±100 for the full control effect; nearly all actives have a fitted effect of over 60% in size
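First, TGR (20 nM dispensed) and NADPH were mixed with compound. Second, a 15 min room-temperature incubation followed. Third, further NADPH and then DTNB were added to start the reaction. Finally, TNB absorbance was monitored kinetically.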
Pf growth 96h: Primary qHTS for delayed death inhibitors of the malarial parasite plastid, 96 hour incubation. P. falciparum luciferase reporter growth, 96 h. Potency, µM (highest dose often 28.7 µM), for the others: top-dose activity change, negative = inhibition, most hits filed as inhibitors. 320,000 compounds, 6.9% hits. AID 504834, 2011; also: potency is read from the fitted curve at half-maximal effect; % is scaled to controls: 0 for no effect and ±100 for the full control effect
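Luminescence readout: decreased luciferase signal marks inhibited growth of reporter-expressing P. falciparum in infected red cells (2% hematocrit, 0.05% parasitemia final), exposed to compound two generations (96 h, 37 C, 5% CO2).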
Shiga inhibitor: A qHTS for Small Molecule Inhibitors of Shiga Toxin | Vero cells, Shiga toxin protein synthesis inhibition reporter | inhibition, % at 38.7 µM | 290,000 compounds, 9.2% hits; in the data active = inhibition mostly above about 28%, no sharp cut-off; inactive = mostly below about 43%; also: 0% is about no effect
FBPA Giardia inh: qHTS Assay for Inhibitors of Fructose-1,6-bisphosphate Aldolase from Giardia Lamblia; A8B2U2; purified Giardia FBPA; Potency, µM (highest dose often 59.6 µM), for inactives: at the top dose activity, negative = inhibition, most hits filed as inhibitors; 290,000 compounds, 0.71% hits; also: potency is read from the fitted curve at half-maximal effect; % is scaled to controls: 0 for no effect and ±100 for the full control effect; nearly all actives have a fitted effect of over 55% in size
Target sequence (A8B2U2 whole entry, looked up): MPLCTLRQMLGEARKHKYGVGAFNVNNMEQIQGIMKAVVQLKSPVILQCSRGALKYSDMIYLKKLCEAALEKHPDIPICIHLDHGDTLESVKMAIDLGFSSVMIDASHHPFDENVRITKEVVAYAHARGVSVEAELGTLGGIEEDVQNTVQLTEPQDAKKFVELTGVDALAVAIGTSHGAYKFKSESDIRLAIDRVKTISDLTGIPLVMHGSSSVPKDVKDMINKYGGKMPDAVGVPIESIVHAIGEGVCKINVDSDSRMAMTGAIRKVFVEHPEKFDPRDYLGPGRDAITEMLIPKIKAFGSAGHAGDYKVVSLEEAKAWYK
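Giardia FBPA (40 nM reagent) was preincubated 10 min at RT with compound (up to 57.5 uM final), then substrate plus GAPDH/TPI/NAD/arsenate coupling system with diaphorase/resazurin was added; resorufin fluorescence (525/598 nm) was read after 20 min.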
* marks the source's active call; other numbers are inactive results; i = inactive; ? = inconclusive; / = no result given; & = joins results of further samples; [ ] = remark or other dose. Unless noted, calls follow the shape of the dose curve; as a rule, active = well fitted curve in the direction sought with a large enough effect; inconclusive = small, poorly fitted or top-dose-only effect, or another doubt; inactive = no such curve, though single readings can be large; an effect the other way counts as inactive or inconclusive.

entry	canonical_smiles	CHX counter	Shiga inhibitor	Sm TGR inh	Pf growth 96h	FBPA Giardia inh	Pf growth 48h
1	COc1ccc(C(=O)/C=C/Nc2ccc([N+](=O)[O-])cc2C)c(OC)c1	2	4	3%	50%[activator]	1%	32%[activator]
2	O=C(Nc1nccs1)c1ccc(Br)s1	54*	60*	-1%	116%[activator]	-6%	86%[activator]
3	Cc1ccc(OCCC(=O)NNC(=O)c2cc(C)oc2C)cc1	/	/	2%	26%	/	-11%
4	CN(Cc1ccccc1)C(=O)COC(=O)c1cc(-c2ccc(Cl)s2)nc2ccccc12	9	-4	-19%	-12%	-1%	/
5	CCN(CC)CC(O)Cn1c(-c2ccccc2Cl)nc2ccccc21 (stereo unspecified)	14	-7	0%	-14%	1%	16%
6	Cc1ccc(C(=O)CSc2ncn[nH]2)cc1	20*	52	?	?	28µM*	69%[activator]
7	CCN1c2ccccc2-c2nc3ccccc3n2C1c1cccs1 (stereo unspecified)	7	14	-2%	3.7µM*	-10%	8.3µM*
8	CCn1nnc2cc(C(=O)O)ccc21	1	-3	1%	32%[activator]	-11%	32%[activator]
9	COC(=O)c1cccc(NC(=S)Nc2ccccc2Cl)c1	-1	24	22µM*	-9%	-18%	49%[activator]
10	Cc1c(Cl)cccc1NC(CC(=O)c1ccccc1)C(=O)OCC(=O)c1cccs1 (stereo unspecified)	23*	81*	8.9µM*	-70%	-1%	2%

Along the list, as entered above.
Nos. 1–7 in Pf growth 48h: 32%[activator], 86%[activator], -11%, /, 16%, 69%[activator], 8.3µM*
Nos. 1–7 in Sm TGR inh: 3%, -1%, 2%, -19%, 0%, ?, -2%
Nos. 1–7 in Shiga inhibitor: 4, 60*, /, -4, -7, 52, 14

Part of the list above in order of length of the SMILES, lowest first.
entry	canonical_smiles	CHX counter	Shiga inhibitor	Sm TGR inh	Pf growth 96h	FBPA Giardia inh	Pf growth 48h
8	CCn1nnc2cc(C(=O)O)ccc21	1	-3	1%	32%[activator]	-11%	32%[activator]
10	Cc1c(Cl)cccc1NC(CC(=O)c1ccccc1)C(=O)OCC(=O)c1cccs1 (stereo unspecified)	23*	81*	8.9µM*	-70%	-1%	2%
4	CN(Cc1ccccc1)C(=O)COC(=O)c1cc(-c2ccc(Cl)s2)nc2ccccc12	9	-4	-19%	-12%	-1%	/

(further entries)
entry	canonical_smiles	CHX counter	Shiga inhibitor	Sm TGR inh	Pf growth 96h	FBPA Giardia inh	Pf growth 48h
11	Cc1cc(N/C=C(\C#N)S(=O)(=O)c2ccccc2Cl)nc(C)n1	-2	-8	1%	-3%	5%	27%
12	CCc1nc2ccc(C(=O)N3CCN(c4ccc(Cl)cc4)CC3)cc2nc1CC	-1	-2	0%&7%	5.2µM*	12%	-10%
13	COc1ccc(-c2ccc(CNCc3ccccn3)o2)cc1Cl	13*	9	-35%	?	?	5%
14	Cc1cc(C)nc(Nc2ccc(N3CCCC3)cc2)n1	30*	90*	?	/	-28%	?
15	c1ccc(-n2nc3ccccc3n2)cc1	10	25*	-9%	-9%	1%	-1%
16	C#CCNC(=O)C1=C[C@H](c2csc3ccccc23)[C@@H](CCCO)[C@H](OCC)O1	1	-6	-12%	?	-19%	0%
17	NC(=O)NC(=O)COC(=O)/C=C/c1cccs1	0	1	-8%	0%	1%	-6%
18	COc1ccc(S(=O)(=O)N(C)CC(=O)Nc2ccccc2C(F)(F)F)cc1Cl	-5	-8	-7%	1%	0%	/
19	Cc1cc(C)nc(NC(=O)Nc2ccccc2C(F)(F)F)n1	26*	60*	-2%	2%	-4%	-4%
20	CCCCn1c(N)c(N(CC)C(=O)c2c(CC)noc2C)c(=O)[nH]c1=O	/	/	0%	19%	/	33%[activator]
21	CCCNC(=O)COC(=O)CCC(=O)c1cccs1	-5	-6	-1%	32%[activator]	3%	13%
22	Cc1cccc(C)c1NC(=S)N(c1ccccc1)C(C)C	-8	-16	-2%	-20%	4%	1%
23	Cc1ccn(CC(=O)NC2CC(C)(C)Cc3c2cnn3-c2ccc(F)cc2)n1 (stereo unspecified)	-4	-19	-14%	-16%	/	-1%
24	COc1cc2cc(C(=O)Nc3ccc4c(c3)OCCO4)[nH]c2cc1OC	47*	103*	-6%	-12%	/	-1%
25	Cc1ccc(S(=O)(=O)N(CC(=O)NCCSc2ccccn2)c2ccccc2F)cc1	-6	-4	-9%	?	6%	?
26	COc1ccc(C(CCN)c2ccc3c(c2)OCO3)cc1 (stereo unspecified)	5	13	-10%	-15%	-5%	?
27	Cc1ccc(C(=O)Cn2nc(C(=O)O)c3ccccc3c2=O)cc1C	11	-4	5%	8%	-2%	-1%
28	Fc1ccc(-c2cc(C(F)(F)F)n3ncnc3n2)cc1	9	-4	0%	-21%	-1%	-9%
29	COc1cccc(C(=O)NCCSc2ccc(F)cc2)c1	39*	57*	-6%	99%[activator]	0%	154%[activator]
30	O=C(NC(Cc1ccccc1)C(=O)O)c1ccc(S(=O)(=O)N2CCCCC2)cc1 (stereo unspecified)	-6	-7	11%	?	9%	/
31	O=[N+]([O-])c1cc(/C=N/n2cnnc2)ccc1N1CCCC1	-1	-15	1%	-25%	2%	-10%
32	Cc1cc(C(=O)C(=O)N(C)C)c(C)n1-c1ccc(Cl)c(Cl)c1	-1	-6	-1%	-91%	-1%	?
33	O=C(NCc1cccs1)c1nc2c(nnn2Cc2ccccc2Cl)c(=O)[nH]1	-7	-19	5%	-27%	4%	4.1µM*
34	O=C(CSc1nnc(-c2cccc(F)c2)o1)NC1CCCC1	1	14	0%	19%	-4%	11%
35	C=CCn1c(SCC(=O)Nc2cccc3ccccc23)nc(O)c(CC)c1=O	-9	-22	-3%	9.3µM*	-9%	/
36	COCCN(CC(=O)Nc1ccccc1C)S(=O)(=O)c1ccc(S(=O)(=O)N2CCCC2)cc1	1	-6	5%	-21%	5%	-21%
37	S=C(NCCCc1ccccc1)Nc1ccccc1	20*	27	-31%	-5%	/	?
38	COc1ccc(NC(=O)Cn2nnc(-c3ccccc3F)n2)cc1	8	20	40%[activator]	-18%	9%	5%
39	CCCCC(=O)Nc1cc(C(=O)NCCc2ccccc2)ccc1Cl	18*	17	2%	86%[activator]	6%	88%[activator]
40	O=S(=O)(c1ccc(F)cc1)N1CCN(C(=S)NC2CCCC2)CC1	-4	2	1%	?	13%	7.4µM*
41	CC1(C)CC(=O)C2=C(C1)OC(=O)C2(NC(=O)c1cccs1)C(F)(F)F (stereo unspecified)	1	-9	-2%	6%	22%	3%
42	COc1ccccc1NC(=O)CN1CCSc2ccccc21	-1	-12	-12%	10%	-25%	-11%
43	CCOc1ccc(NC(=O)COc2ccc(C(=O)NC(C)c3ccc(S(N)(=O)=O)cc3)cc2OC)cc1 (stereo unspecified)	/	/	5%	?	/	12µM*
44	Cc1cc(NC(=O)c2ccc(Cl)cc2)n(CCOC(=O)c2ccc(Cl)cc2)n1	-4	-1	-15%	11%	7%	17%
45	Cc1ccc(CS(=O)(=O)c2ncc(Cl)c(C(=O)Nc3ccc(OC(F)F)cc3)n2)cc1	17*	27	10µM*	5%	/	31%[activator]
46	Fc1cccc(Nc2nc(-c3ccncc3)nc3ccccc23)c1	0	-14	5%	4.1µM*	3%	9.3µM*
47	CC(C)(C)OC(=O)NCCCCCC(=O)N/N=C/c1coc2ccccc2c1=O	38*	70*	-28%	81%[activator]	-7%	88%[activator]
48	CC1COc2ccccc2N1C(=O)c1cccnc1Cl (stereo unspecified)	-3	20	30%	-12%	-1%	3%
49	CCOC(=O)N1CCC(NC(=O)c2cc(COc3ccccc3SC)on2)CC1	27*	35	-1%	?	1%	-12%
50	CCN(C(=O)COC(=O)C1=COCCO1)c1ccccc1	/	/	-1%	-3%	/	-15%
51	Cc1cccc(OCCCN2CCOCC2)c1	9	2	0%	179%[activator]	1%	3%
52	Cc1cc([N+](=O)[O-])c2ccccc2[n+]1[O-]	-4	-32	13µM*	-20%	?	?
53	COc1ccc(-n2c(Cn3c(=O)sc4ccccc43)nnc2SCC(=O)N2CCOCC2)cc1	-8	-16	-7%	-10%	0%	/
54	CCOC(=O)Cn1c(-c2ccc(OC)cc2)c(-c2ccc(OC)cc2)nnc1=O	1	-5	0%	231%[activator]	4%	-19%
55	CC(NC(=O)COc1ccc(Br)cc1)C(=O)O (stereo unspecified)	-2	13	7%	/	11%	19%
56	O=C1CCCCCC1C1(O)C(=O)Nc2ccccc21 (stereo unspecified)	-3	-10	3%	7%	2%	1%
57	COc1ccc(/C=C/c2nc3ccccc3c(=O)o2)cc1	-6	-4	7%	178%[activator]	-1%	166%[activator]
58	CCSc1ccc(-c2ccc(C)cc2)nn1	28*	65*	-2%	446%[activator]	-14%	i
59	COc1ccc(-c2cn(-c3ccc(C)cc3C)c(=O)[nH]2)cc1OC	5	16	11µM*	?	-3%	10%
60	CCc1ccccc1NC(=O)COc1ccc2c(c1)OCO2	15*	47*	-5%	0%	0%	-7%

The results go on.
entry	canonical_smiles	CHX counter	Shiga inhibitor	Sm TGR inh	Pf growth 96h	FBPA Giardia inh	Pf growth 48h
61	Cc1cccc(NC(=O)CNC(=O)CN2CCN(C)CC2)c1C	/	/	-3%	?	/	-13%
62	CC(=O)c1ccc(NC(=O)Nc2ncn(Cc3cccc(C)c3)n2)cc1	-3	22	-7%	/	1%	?
63	COC(=O)c1ccc2c(=O)n(CCN3CCOCC3)c(SCC(=O)Nc3ccc(C)cc3)nc2c1	8	-5	-14%	12µM*	/	0%
64	CCOc1ccc(-c2nnc(-c3cccnc3)o2)cc1OCC	7	30	1%	157%[activator]	5%	?
65	CC(=O)c1ccc2c(c1)C1C(Cl)C(Sc3ccccc3[N+](=O)[O-])CC1C(c1ccccc1[N+](=O)[O-])N2 (stereo unspecified)	4	8	-4%	?	?	2.3µM*
66	COC(=O)C1C(c2ccc(Cl)cc2)NC(c2ccc(Cl)cc2)C(C(=O)OC)S1(=O)=O (stereo unspecified)	1	3	5%	?	-8%	/
67	COC(=O)c1c(NC(=O)CCCC(=O)O)sc(C)c1C	2	-8	0%	7%	16%	3%
68	CCCCc1c(C)c2ccc(OC)c(/C(C)=N\O)c2oc1=O	19*	35	-28%	24%	0%	17%
69	Cc1ccc(N2CC(C(=O)OCC(=O)Nc3cccc(Cl)c3C)CC2=O)cc1 (stereo unspecified)	/	/	1%	24%	/	5%
70	OCCC1CN(Cc2cnc(-c3ccc(Cl)cc3)nc2)CCN1C1CCCCC1 (stereo unspecified)	16*	28*	1%	8%	2%	10µM*
71	CC1CCCCN1CCNC(=O)C1CC(=O)N(c2ccc(F)c(Cl)c2)C1 (stereo unspecified)	-4	12	-4%	47%[activator]	4%	?
72	CC1CCC(NC(=O)c2ccc(N3CCCC3=O)cc2)CC1 (stereo unspecified)	41*	57*	0%	/	7%	69%[activator]
73	CCOC(=O)c1c(-c2ccc(C)s2)csc1NC(=O)c1cccs1	-4	6	0%	36%[activator]	1%	/
74	COc1ccc(-c2nnc(NC(=O)c3cc(C)on3)s2)cc1	5	18	-6%	/	8%	?
75	CC(C)=CCN1CCN(Cc2cccc3c2OCO3)CC1CCO (stereo unspecified)	2	-15	-8%	?	2%	4%
76	CCc1ccc(NC(=O)CNC(=O)[C@@H]2Cc3ccccc3CN2)cc1	5	3	1%	-26%	/	1%
77	Cc1ccc(CNC(=O)C2CCN(S(=O)(=O)N3CCCCC3)CC2)cc1	-1	8	1%&-1%	-15%	2%	-1%
78	COCCNC(=O)Nc1ccc2nc(-c3ccco3)c(-c3ccco3)nc2c1	-4	-5	/	?	?	-24%
79	O=C(CNC(=S)N(CCCN1CCOCC1)Cc1cccs1)N1CCCC1	1	-2	9%	0%	6%	0%
80	O=C(C1COc2ccccc2O1)N1CCN(c2ccccn2)CC1 (stereo unspecified)	/	/	?	0%	/	-4%

Source: PubChem
